Compound activity (PubChem BioAssay)
CFTR F508del cor = correctors of CFTR F508del function in bronchial epithelial cells | CFBE cells, YFP halide quenching; stimulated with forskolin plus potentiator P3; % fluorescence drop versus neutral controls | activity (quench increase), % at 7.58 µM | 0.36% of 350,000 active;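 active means mean added fluorescence quench of at least 8% versus neutral control, with both replicates also reaching 8%; inconclusive means only one of the mean or replicate conditions met; inactive means mean below 8% and not both replicates reaching 8%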;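 further: cells transiently co-express mutant CFTR-F508del with the halide-sensitive YFP; corrector assay measuring rescue of mutant channel to the surface after 24 h compound exposure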
E-selectin induc = E-selectin induction on HUVECs. HUVEC E-selectin immunofluorescence imaging; normalized: neutral wells 0, TNF-alpha wells 100. 0.37% of 260,000 active. P16581. AID 686992. activation, % at 7.58 µM;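 active means mean E-selectin-positive cell signal at least 10% of the positive control, reached in at least 60% of replicates, without over 20% cell loss; inconclusive means no rule given, readout overlaps actives, possibly toxicity-flagged; inactive means the rest, including those meeting only one limit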;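 further: in these data hits start at about 27%; measured in HUVEC primary endothelial cells; signal is the percent of cells scored E-selectin positive by PE staining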
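System: HUVEC / Compound: single concentration / Signal: immunofluorescence imaging / Read-out: percent E-selectin-positive cells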
GSIS activator = primary screen for activators of insulin secretion dependent on glucose, INS-1E cells, GLuc reporter luminescence | INS-1E GLuc reporter insulin secretion, 2-3 h | activation, % at 16.6 µM | 0.61% of 370,000 active;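 active means lowest replicate activation of at least 40%, so every replicate reaches that level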;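 further: 0% = median of neutral control wells and 100% = median of IBMX positive control wells; some compounds called inactive have numbers as strong as hits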
Casp6 inh = blocks human caspase-6 cleavage activity; 0.53% of 350,000 active; purified caspase-6, Z-VEID-R110 cleavage fluorescence; inhibition, % at 12.5 µM; P55212;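 active means mean inhibition across replicates at least about 35%, with every replicate also reaching that limit, limit read from the data; inconclusive means only one of the two criteria met; inactive means neither criterion met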;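 further: 0% = median of neutral control wells and 100% = no fluorescence left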
Target sequence (P55212 24-179 limits assumed): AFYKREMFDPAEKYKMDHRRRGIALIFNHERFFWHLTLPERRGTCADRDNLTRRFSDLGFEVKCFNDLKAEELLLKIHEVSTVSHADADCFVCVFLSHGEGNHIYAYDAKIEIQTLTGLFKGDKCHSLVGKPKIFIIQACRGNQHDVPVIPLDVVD
Target sequence (P55212 194-293 limits assumed): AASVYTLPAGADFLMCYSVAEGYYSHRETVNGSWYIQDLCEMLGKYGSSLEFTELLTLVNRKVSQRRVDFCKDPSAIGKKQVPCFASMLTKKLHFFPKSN
XiGFP reactiv = reactivates the inactive X chromosome in mouse fibroblasts. XiGFP mouse fibroblasts, % GFP-positive cells imaging, 3 d; cells co-treated with 5-aza-dC sensitizer; scaled so ellipticine positive control = 100%. activation, % at 7.58 µM. AID 743238. 0.055% of 360,000 active;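 active means mean normalized replicate activation at least 10% and every replicate at or above 10%; inconclusive means only one of the two criteria met; inactive means mean below 10% and not all replicates reach 10%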;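 further: 0% = median of on-plate neutral control wells and 100% = ellipticine 6 µM median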
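System: 68-5-11 XiGFP fibroblast line | Buffer or medium: DMEM containing 5-aza-dC | Compound: Single point | Times: Compounds 3 days, fix/stain 15 min at room temperature | Benchmarks: Positive control ellipticine, 6 µM final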
RAD54 branch = blocks human RAD54 Holliday junction branch migration | 0.14% of 360,000 active | FAM/BHQ fluorescence | Q92698 | AID 602329 | inhibition, % at 10.4 µM;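 active means mean normalized replicate activity at least 40 and at least half of replicates scoring 40 or more; inconclusive means only one of the two criteria met; inactive means mean below 40 and under half of replicates reaching 40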;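 further: 0% = median of neutral control wells and 100% = median of positive control wells; inhibitors cause a drop in the FAM fluorescence signal; in these data hits start at about 50%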
Target sequence (Q92698 whole entry, looked up): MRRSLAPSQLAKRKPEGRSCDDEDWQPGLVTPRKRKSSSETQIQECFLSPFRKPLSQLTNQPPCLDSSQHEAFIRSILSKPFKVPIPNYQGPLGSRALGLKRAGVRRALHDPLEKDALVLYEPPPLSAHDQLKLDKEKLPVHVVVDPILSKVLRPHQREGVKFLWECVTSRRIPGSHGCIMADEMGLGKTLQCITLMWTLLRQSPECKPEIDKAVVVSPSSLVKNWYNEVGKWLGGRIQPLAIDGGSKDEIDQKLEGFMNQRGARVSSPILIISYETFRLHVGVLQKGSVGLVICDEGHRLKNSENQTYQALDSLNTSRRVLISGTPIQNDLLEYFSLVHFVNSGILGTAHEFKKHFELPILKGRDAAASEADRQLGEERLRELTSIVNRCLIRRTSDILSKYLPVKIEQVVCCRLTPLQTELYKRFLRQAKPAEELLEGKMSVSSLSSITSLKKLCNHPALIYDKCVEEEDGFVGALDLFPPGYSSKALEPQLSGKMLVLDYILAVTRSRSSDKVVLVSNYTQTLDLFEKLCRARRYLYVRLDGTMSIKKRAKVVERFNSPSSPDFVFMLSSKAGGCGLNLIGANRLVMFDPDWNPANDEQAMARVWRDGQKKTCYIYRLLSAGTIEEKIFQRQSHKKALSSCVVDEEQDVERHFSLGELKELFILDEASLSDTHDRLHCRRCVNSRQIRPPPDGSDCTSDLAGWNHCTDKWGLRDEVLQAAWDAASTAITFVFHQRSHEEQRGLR
DENV2 CPE = protects cells from dengue virus 2 cytopathic effect | DENV2-infected cells, cytopathic effect rescue, plate reader | 1.7% of 350,000 active | CPE inhibition, % at 9.99 µM; in the data active means CPE inhibition above about 20%, passing the limit was not always enough; inconclusive means no clear call, values can overlap the other calls; tested in BHK-21 cells;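 further: 0% = median of neutral control wells and 100% = median of positive control wells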
RAD52 inh = blocks human RAD52 DNA annealing; P43351; recombinant RAD52 DNA annealing, FRET fluorescence; inhibition, % at 18.7 µM; 0.46% of 360,000 active;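 active means every replicate showing at least 50% inhibition; inconclusive means mean inhibition at least 50% but not in every replicate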
* hit, by the source's call; ? = inconclusive; . = not tested or not shown.

SMILES	CFTR F508del cor	E-selectin induc	GSIS activator	Casp6 inh	XiGFP reactiv	RAD54 branch	DENV2 CPE	RAD52 inh
Cc1ccc(NC(=O)Cn2nnc3ccccc3c2=O)cc1	1.9	3.2	9	-3	0.1	.	-5	-19
Cc1cc(C)n2nc(CNS(=O)(=O)c3ccc([N+](=O)[O-])cc3)nc2n1	-0.6	.	24	8	0.0	3	4	-7
O=C(N[C@H]1CC[C@@H](CCn2cc(C3(O)CCCC3)nn2)O[C@H]1CO)C1CC1	-2.2	1.2	17	-4	0.1	-2	10	1
COC(=O)C[C@H]1CC[C@H]2[C@@H](COC[C@H](O)CN2S(=O)(=O)c2ccccc2OC)O1	-1.2	-0.3	8	1	0.3	-13	12	1
CCC(=O)N1CCc2cc(S(=O)(=O)NCCC(=O)N3CCN(c4cccc(OC)c4)CC3)ccc21	0.8	.	-17	1	0.0	1	8	-11
Clc1ccccc1Nc1nc(NCc2cccs2)nc2ccsc12	0.6	0.0	.	-3	-0.1	-8	3	-20
Oc1ccc(N=Nc2c(O)ccc3ccccc23)cc1	0.2	.	-8	3	.	-2	-5	-13
CCCNC(=O)N1[C@@H]2CNC[C@H]1C2c1ccc(-c2ccccc2F)cc1 (some centres undefined)	0.3	0.0	-16	.	0.0	.	8	.
COc1ccc(CNC(=O)C[C@@H]2C=C[C@H](NC(=O)c3cccc(F)c3)[C@H](CO)O2)cc1	-0.6	-0.1	11	2	-0.2	1	18	-4
CC1CN(/C=C/C=O)C(C)CC1OC(=O)c1ccccc1 (centres undefined)	-3.1	0.1	-5	-1	0.0	-8	3	-7
CCC/C=N/NC(=O)c1[nH]c2c([N+](=O)[O-])cccc2c1C	.	.	-13	3	0.4	.	6	-5
COc1ccccc1CN(CC(=O)NCc1ccc(F)cc1)C(=O)c1csnn1	1.0	0.0	-14	2	0.0	7	0	-5

The closing 2 compounds of the section before come first, to join the parts:
SMILES	CFTR F508del cor	E-selectin induc	GSIS activator	Casp6 inh	XiGFP reactiv	RAD54 branch	DENV2 CPE	RAD52 inh
CCC/C=N/NC(=O)c1[nH]c2c([N+](=O)[O-])cccc2c1C	.	.	-13	3	0.4	.	6	-5
COc1ccccc1CN(CC(=O)NCc1ccc(F)cc1)C(=O)c1csnn1	1.0	0.0	-14	2	0.0	7	0	-5
O=C1/C(=C/c2ccc(F)cc2)SC(=S)N1N1CCOCC1	-0.2	9.0	7	0	0.2	6	2	0
O=[N+]([O-])c1ccc(C[n+]2cccc3ccccc32)cc1	2.4	4.9	2	-3	0.0	.	2	-232
CSCCC(c1nnnn1C(C)(C)C)N1CCN(C/C=C/c2ccccc2)CC1 (centres undefined)	-5.8	.	-42	-3	0.0	1	8	-12
CNC(=O)c1ccsc1NC(=O)c1sc2ccccc2c1Cl	-1.7	2.5	-3	0	0.0	5	7	-442
C[C@@H]1CN([C@H](C)CO)C(=O)Cc2cc(NC(=O)Nc3ccc4c(c3)OCO4)ccc2O[C@@H]1CN(C)C(=O)Nc1ccc2c(c1)OCO2	-2.8	2.3	2	-1	0.2	-9	2	-6
Cc1cccc(Nc2nc(N)c([N+](=O)[O-])c(N3CCC(C)CC3)n2)c1	-0.5	.	4	0	0.1	-3	7	-4
CCn1c(CNS(=O)(=O)c2ccc(Br)cc2)n[nH]c1=S	-0.3	0.1	-2	2	0.1	-13	14	-7
O=C(Nc1nc(-c2ccc(F)c(F)c2)cs1)c1ccc(OCC2CCCO2)cc1 (centres undefined)	.	.	1	16	0.0	.	-6	0
Cc1ccc(-c2csc3ncnc(Nc4ccc(C(=O)O)cc4)c23)cc1	1.4	0.4	.	12	0.0	4	3	-38
COc1ccccc1NC(=O)C1CCN(c2ncnc3c2nc2n3CCCCC2)CC1	2.1	.	-16	2	0.2	1	8	-15
O=C(NNc1nc(N2CCOCC2)nc(N2CCOCC2)n1)Nc1ccc(Cl)cc1	-1.4	-0.8	-12	.	0.0	.	2	-3
CC(=O)N[C@@H]1CC[C@@H](CCNC(=O)C2CC2)O[C@@H]1CO	0.0	0.2	-13	2	0.1	-8	15	1
COc1ccc(C(=O)OCC(=O)NC2CC2)cc1S(=O)(=O)N1CCOCC1	-0.2	0.0	11	-1	0.0	.	1	-9
CSc1cccc(NC(=S)N2CCC(N(C)C(C)C)CC2)c1	0.8	.	-15	1	0.4	.	7	-5
CC(C)n1c(SCC(=O)NCc2ccco2)nnc1C1CC1	3.6	.	-15	-2	0.0	-1	9	-5
CCn1ncc(Br)c1C(=O)Nc1ncc(C)s1	1.4	1.4	32	2	-0.4	.	12	-19
COC(=O)C1=C(C)N(C)C(=NCC2CC2)NC1c1cccc(Cl)c1 (centres undefined)	4.6	0.0	-7	0	-0.1	.	?	-9
COc1ccc(S(=O)(=O)Nc2ccc3c(c2)C(=O)N([C@@H](C)CO)C[C@H](C)[C@@H](CN(C)C(=O)Nc2ccc(F)cc2)OCCCC[C@@H](C)O3)cc1	-1.5	-0.1	-8	1	1.0	-7	18	3
C[C@H](CO)N1C[C@H](C)[C@H](CN(C)C(=O)Nc2ccc3c(c2)OCO3)OCCCC[C@H](C)Oc2ccc(NC(=O)Cc3ccccc3)cc2C1=O	-0.9	-0.1	-11	.	-0.7	-3	-5	.
CN(C)C(=O)c1ccc(Cl)cc1[N+](=O)[O-]	-4.3	0.2	16	-1	-0.1	.	-3	-12
Cc1ccc(NC(=O)CC(C)c2ccccc2)cc1S(=O)(=O)N1CCOCC1 (centres undefined)	0.4	2.6	-33	2	0.3	2	-7	-4
O=C(Cn1cnc2ccccc21)Nc1ccccc1-c1ccccc1	1.6	0.8	.	-2	0.2	0	-1	-4
O=C(C[C@@H]1C[C@@H]2c3cc(NC(=O)NC4CCCC4)ccc3O[C@@H]2[C@H](CO)O1)NC1CCCCC1	-1.5	-0.1	-3	-1	-0.1	4	3	0
COc1ccc2c3c(n(C)c2c1)[C@H](CO)N(Cc1ccncc1)CC31CN(C(=O)C2CCCCC2)C1	5.6	0.0	2	.	0.1	.	-5	-12
c1cncc(-c2csc(-c3cccnc3)n2)c1	-0.2	0.0	56	.	0.0	-1	9	-3
CN(C)c1ccc(P(=O)(COc2ccc([N+](=O)[O-])cc2)c2ccc(N(C)C)cc2)cc1	4.0	.	1	3	1.0	-4	-9	7
CN(C)C(=O)c1cccc(-c2ccc([C@H]3[C@@H](C#N)N(C(=O)C4CCCCC4)[C@H]3CO)cc2)c1	-3.5	0.4	-15	-6	0.1	7	-8	3
CCOC(=O)c1c[nH]c2nc(C)ccc2c1=O	4.0	.	16	11	0.0	.	4	-67
C[C@@H]1CN([C@H](C)CO)C(=O)Cc2cc(NC(=O)C3CC3)ccc2O[C@@H]1CN(C)S(=O)(=O)c1ccc(F)cc1	0.4	-0.5	7	2	0.2	9	1	8
CCCN(CC(=O)Nc1ccc(C(N)=O)cc1)CC(=O)Nc1ccc(F)c(F)c1F	-0.4	0.0	3	-2	0.1	-9	12	-12
Oc1ccc(O)c(Cc2nc3ccccc3s2)c1	.	.	-17	0	0.0	.	6	-7
Cc1cc(C(=O)OCC(=O)c2ccc(Br)s2)no1	-0.6	.	-6	6	.	0	.	-39
C[C@H](CO)N1C[C@H](C)[C@@H](CN(C)C(=O)Nc2ccccc2)Oc2ccc(NC(=O)Nc3ccc(F)cc3)cc2C1=O	1.9	-0.2	3	1	-1.2	-18	-9	-14
O=C(C1CCN(S(=O)(=O)c2cccs2)CC1)N(c1ccccn1)C1CCCCC1	0.5	.	6	-3	0.0	-2	?	-24
COc1cc2c(cc1OC)CN(C(=O)[C@H]1[C@@H]3C(=O)O[C@@H](c4ccccc4)[C@@H](c4ccccc4)N3[C@@H](c3ccccc3OCCO)[C@]13C(=O)Nc1ccccc13)CC2	0.2	.	.	-1	.	0	-10	-16
CCCC#Cc1ccc([C@H]2[C@H](CO)N3C(=O)CN(C(=O)Nc4cccc(F)c4)C[C@@H]23)cc1	7.2	0.0	-9	4	0.1	.	-4	15
COc1ccc(NC(=O)CN(C)C(=O)c2cc(CN3C(=O)c4ccccc4C3=O)ccc2OC)cc1	0.1	0.1	-12	3	-0.1	-7	-8	10
CC(C)c1ccc(NC(=O)C(c2ccccc2)N(C)C(=O)c2cnccn2)cc1 (centres undefined)	0.4	-0.4	12	7	0.3	1	.	-5
CN(c1ccccc1)S(=O)(=O)c1cccc(C(=O)NNC(=O)c2ccncc2)c1	-0.3	-1.1	-3	-2	0.1	-11	10	0
O=C(c1c(F)cccc1F)N1CCCc2ccccc21	-3.1	.	6	-1	0.0	-8	10	-10
Cc1ccc(/C=C/C(=O)N2CCCC(C)C2)cc1 (centres undefined)	.	-1.8	2	-2	-0.5	-7	1	-1
CCOC(=O)Cc1cc(=O)c2cc(C)ccc2[nH]1	-0.4	.	-14	-18	0.3	5	6	-16
Cc1ccc(OCc2ccc(C(=O)O)o2)c([N+](=O)[O-])c1	.	.	.	3	0.4	-1	1	-13
Cc1ccccc1NC(=O)CSCc1cc(=O)n2ccsc2n1	4.8	.	9	2	0.0	7	4	9
C[C@@H]1CN([C@@H](C)CO)S(=O)(=O)c2ccc(-c3cccc(C(=O)N(C)C)c3)cc2O[C@@H]1CN(C)Cc1ccc2c(c1)OCO2	-0.6	.	-22	-4	0.7	-5	-6	17
O=C(Nc1ccc(NC(=O)c2cccs2)c(Cl)c1)c1ccco1	0.6	.	2	-2	0.0	.	.	-15
COc1ccc(C(=O)NC(=S)Nc2cccnc2)cc1OC	2.5	.	5	0	0.0	.	-4	-15
CCN(CC)S(=O)(=O)c1ccc2oc(C(=O)NC3CCCc4ccccc43)c(C)c2c1 (centres undefined)	.	.	10	-1	.	-4	.	-13
C[C@H](CO)N1C[C@H](C)[C@H](CN(C)Cc2ccc3c(c2)OCO3)Oc2ccc(NC(=O)Nc3ccc(F)cc3)cc2CC1=O	-1.6	-0.2	-33	-1	-1.1	21	-5	-16
CCOC(=O)CC1(C)N(S(=O)(=O)c2ccc(C)cc2)c2ccccc2N1S(=O)(=O)c1ccc(C)cc1	-2.2	0.5	.	0	0.1	.	-1	-3
Cc1ccc(C(=O)Nc2cccc(C(F)(F)F)c2)cc1Nc1ccccn1	2.2	-0.2	.	-3	0.2	1	-18	4
C=CCS(=O)(=O)c1cccc2cccnc12	0.6	.	6	-2	0.5	.	4	-17
CCN(C[C@H]1N[C@@](CC)(C(=O)OC)[C@H]2C(=O)N(C)C(=O)[C@@H]12)C(=O)Nc1ccc(C)cc1	-0.1	.	27	4	0.0	2	9	-10
COc1ccccc1N(CC(O)CN1CCCCC1)S(=O)(=O)c1ccc(C)cc1 (centres undefined)	0.4	.	25	1	0.1	-2	-5	-9
Cc1cccc(C(=O)OCC(=O)NCCCc2ccccc2)c1	0.0	.	-5	-1	0.0	.	-3	-4
CC(C)NC(=O)N(C)C[C@@H]1OCCCC[C@@H](C)Oc2ccc(NS(C)(=O)=O)cc2C(=O)N([C@H](C)CO)C[C@@H]1C	-0.4	-0.4	22	0	-0.3	-17	3	6
O=C(Nc1ccc(F)cc1)C1CCN(c2ncnc3c2nc2n3CCCCC2)CC1	-2.9	.	0	3	0.4	-5	-6	3
COc1ccccc1-c1noc2c1C(=O)N(Cc1cn(-c3ccccc3)nn1)CC2	-3.0	0.1	-1	-1	0.0	2	?	0
